Screening results from PubChem BioAssay.
M1 PAM = potentiates human M1 receptor response to acetylcholine; P11229; CHO-K1 hM1, Fluo-8 calcium fluorescence, ACh EC20; 0% = ACh EC20, 100% = maximal ACh; activation, % at 3 µM; hit rate 0.088% among 360,000; AID 588819; in the data active = activation above about 19%, passing the limit was not always enough
Target sequence (P11229 whole entry, looked up): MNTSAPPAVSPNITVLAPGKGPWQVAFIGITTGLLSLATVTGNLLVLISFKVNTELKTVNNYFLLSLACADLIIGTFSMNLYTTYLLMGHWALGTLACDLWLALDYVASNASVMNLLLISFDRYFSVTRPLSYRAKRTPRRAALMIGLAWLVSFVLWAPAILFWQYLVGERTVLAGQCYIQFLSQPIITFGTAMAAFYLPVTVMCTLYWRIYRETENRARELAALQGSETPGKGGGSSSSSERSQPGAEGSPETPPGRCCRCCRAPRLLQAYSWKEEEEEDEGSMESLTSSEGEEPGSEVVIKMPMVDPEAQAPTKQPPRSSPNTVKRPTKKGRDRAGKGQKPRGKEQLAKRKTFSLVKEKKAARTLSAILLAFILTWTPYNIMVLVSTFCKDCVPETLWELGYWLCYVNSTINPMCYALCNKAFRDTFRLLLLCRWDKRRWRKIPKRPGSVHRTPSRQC
CHRM5 PAM = CHRM5 positive allosteric modulation. P08912. CHO-K1 hM5, Fluo-8 calcium, ACh EC20 PAM; 0% = ACh EC20, 100% = ACh EC100. activation, % at 3 µM. hit rate 0.3% among 360,000;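 active = activation above the run cutoff, the mean activation of all test compounds plus 3 SD, cut at about 18% in these data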
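Measured by: Fluo-8 calcium fluorescence; material: human M5 receptor in CHO-K1 cells; schedule: Post-acetylcholine fluorescence recording 140 s; benchmarks: low control EC20 acetylcholine (0%), high control EC100 acetylcholine (100%); read-out: Max/basal fluorescence ratio as % of EC20–EC100 ACh window; compound: single dose, 3 µM nominal final test concentration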
CHRM1 antagonist = blocks human M1 muscarinic receptor; CHO-K1 hM1, Fluo-8 calcium fluorescence, ACh EC80 antagonist; inhibition, % at 3 µM; hit rate 1.3% among 360,000;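 active = percent inhibition above its own plate's cutoff, namely the mean of that plate's compound wells plus 3 SD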;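 also: peak over basal fluorescence ratio during 140 s after agonist addition; 0% = ACh EC80 plus DMSO and 100% = DMSO alone without agonist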
CHRM1 agonist = activates human CHRM1 receptor; P11229; CHO-K1 hM1, Fluo-8 calcium fluorescence, agonist mode; 0% DMSO, 100% acetylcholine EC100; activation, % at 3 µM; hit rate 0.33% among 360,000; AID 588814;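 active = activation above the run's mean compound activation plus 3 SD, cut at about 16% in these data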;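 also: peak over basal fluorescence ratio within a 140 s kinetic read after compound addition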
CHRM4 agonist = agonists of human muscarinic M4 receptor (CHRM4). P08173. CHO-K1 hM4/Gqi5, Fluo-8 calcium fluorescence; vehicle 0%, full acetylcholine response 100%. activation, % at 3 µM. hit rate 0.14% among 360,000. AID 624127;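 active = activation above the run mean over all test wells plus 3 SD, cut at about 32% in these data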;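 also: peak over basal fluorescence ratio per well then scaled between controls; 0% = DMSO wells and 100% = acetylcholine at EC100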
M4 antag = CHRM4 antagonism in calcium assay; hit rate 0.73% among 360,000; CHO-hM4 cells, ACh EC80, Fluo-8 calcium fluorescence; inhibition, % at 3 µM; AID 624125; P08173;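 active = inhibition above its plate's cutoff, the mean inhibition of sample wells plus 3 SD, cut at about 27% in these data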;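 also: 0% = acetylcholine EC80 with DMSO and 100% = DMSO without agonist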
M5 antag = blocks acetylcholine activation of human M5 receptor. inhibition, % at 3 µM. AID 624040. hit rate 0.59% among 360,000. CHO-hM5 cells, Fluo-8 calcium fluorescence, ACh EC80;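 active = inhibition above a per-plate cutoff, the mean of that plate's test compounds plus 3 SD, cut at about 27% in these data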;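 also: 0% = acetylcholine EC80 with DMSO and 100% = DMSO without agonist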
CHRM5 agonist = CHRM5 agonism in calcium assay | CHO-K1 hM5 cells, Fluo-8 calcium fluorescence; 0% DMSO wells, 100% maximal acetylcholine response | P08912 | activation, % at 3 µM | hit rate 0.19% among 360,000;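 active = activation above the run's mean over test compounds plus 3 SD, cut at about 23% in these data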;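 also: signal is peak over basal fluorescence ratio across the kinetic read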
TAAR1 ag = human TAAR1 agonism; Q96RJ0; CHO RD-HGA16 TAAR1, Fluo-8 calcium fluorescence; vehicle wells 0%, saturating PEA agonist 100%; activation, % at 3 µM; hit rate 0.99% among 360,000; AID 624467;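 active = activation above the mean activation of all test compounds in the run plus 3 SD, cut at about 38% in these data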
Target sequence (Q96RJ0 whole entry, looked up): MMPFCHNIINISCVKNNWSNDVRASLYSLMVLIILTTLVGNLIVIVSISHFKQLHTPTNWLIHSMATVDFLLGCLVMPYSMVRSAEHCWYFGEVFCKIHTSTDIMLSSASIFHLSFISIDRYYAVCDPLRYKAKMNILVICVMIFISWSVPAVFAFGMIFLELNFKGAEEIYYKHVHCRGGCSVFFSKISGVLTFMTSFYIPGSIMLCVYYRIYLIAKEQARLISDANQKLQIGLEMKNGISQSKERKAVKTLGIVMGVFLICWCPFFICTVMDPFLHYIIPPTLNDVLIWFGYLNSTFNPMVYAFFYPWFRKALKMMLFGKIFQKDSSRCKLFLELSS
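System: CHO-derived RD-HGA16 cells with stable Gα16 and human TAAR1 / Times: 17-24 h plating, Fluo-8 75 min 37 °C, 30 min RT / Technique: calcium-sensitive Fluo-8 signal, excitation 470-495, emission 515-575 nm / Measure: % activation relative to PEA EC100 response / Benchmarks: DMSO and PEA EC100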
Active calls of the source: *.

SMILES	M1 PAM	CHRM5 PAM	CHRM1 antagonist	CHRM1 agonist	CHRM4 agonist	M4 antag	M5 antag	CHRM5 agonist	TAAR1 ag
CC(C)C(OC(=O)c1nsc(Cl)c1Cl)C(=O)NCC1CCCO1 (centres undefined)	5	-3	-7	-11	0	20	6	-2	0
COc1cccc2cc(C(N)=O)/c(=N\NC(=O)c3ccccc3)oc12	4	-6	-15	-8	3	-14	8	-1	3
COc1ccc(-n2nc(C(=O)NCC(=O)NCCCN3CC(C)CC(C)C3)c3ccccc3c2=O)cc1Cl (centres undefined)	-19	-2	19	-12	0	15	7	-8	0
COc1ccc(NC(=O)CC2C(=O)N(c3ccc(OC)cc3)C(=O)N2Cc2ccc(OC)c(OC)c2)cc1 (centres undefined)	1	2	-2	-4	3	-7	2	0	7
CCOc1cc2[nH]c(=S)n(Cc3ccc(C(=O)NCCN(CC)CC)cc3)c(=O)c2cc1OCC	8	-2	-8	-10	-1	4	3	-5	-1
Cc1c(CCC(C)C)c(-n2ccnc2C)n2c(nc3ccccc32)c1C#N	9	-3	-27	-2	2	-7	-5	0	-1
Cc1ccc(S(=O)(=O)N2C[C@]3(O)C[C@@H]4C(=O)N(c5ccccc5)C(=O)[C@@H]4C[C@]3(OC(=O)NCc3ccccc3)C2)cc1	2	0	-5	-2	6	-7	-5	0	3
CCOC(=O)c1cc([N+](=O)[O-])c([N+](=O)[O-])cc1NC(C)=O	0	-1	2	-5	-3	-4	0	-3	-3
NS(=O)(=O)c1ccc(CNc2ccc3ccccc3n2)cc1	2	1	-5	-9	2	-5	15	1	7
CN(CC(=O)Nc1ccc2c(c1)OCO2)S(=O)(=O)c1ccc(F)cc1	2	-2	0	1	2	1	-3	-1	3
CCC(C)C1(C2CCCC2)NC(=O)NC1=O (centres undefined)	10	1	-12	-3	0	-8	12	-2	3
CNc1nc(CCN2C(=O)c3ccccc3C2=O)cs1	11	7	-10	-3	1	9	-4	3	7
O=C(O)CNC(=O)c1ccc(Oc2c(F)c(F)c(Oc3ccc(C(=O)NCC(=O)O)cc3)c(F)c2F)cc1	12	-5	-10	-2	1	-5	7	-5	0
CCOC(=O)c1c(S(=O)(=O)Nc2ccccn2)c(C)n(C)c1C	5	-6	1	-2	0	3	11	-6	3
FC(F)(F)c1cc(CCN2CCNC[C@@H]2Cc2ccccc2)cc(C(F)(F)F)c1	11	-5	19	-4	3	3	7	-5	57*
COc1ccc(-n2nnnc2SCC(=O)N2CCCC2)cc1OC	1	1	2	-2	-1	6	-6	1	12
Cc1cccn2c(=O)c3cc(S(=O)(=O)c4ccccc4)c(=N)n(Cc4ccco4)c3nc12	14	0	-13	1	1	0	11	4	-1
O=C(OCC(=O)N1CCN(C(=O)c2ccco2)CC1)c1ccccc1C(=O)c1ccc(Cl)cc1	-2	-3	9	-4	5	2	7	5	1
CC(=O)Nc1ccc(-c2cn3ccsc3n2)cc1	7	-13	-7	-2	1	11	18	-5	4
CCOc1ccccc1CN1CCN(S(=O)(=O)CC)CC1	13	-2	-9	-7	1	-2	10	-1	4
COc1cc(C(=O)N2CCCc3ccccc32)c([N+](=O)[O-])cc1OC	11	0	-14	0	2	-4	6	4	1
CCOC(=O)CN1C(=O)S/C(=C/c2cc(C)n(C)c2C)C1=O	7	13	-22	-3	1	0	-1	-3	5
CC(C)=CCC/C(C)=C/Cc1c(O)ccc(C(=O)/C=C/c2ccc(O)cc2)c1O	-2	-7	-1	-1	2	5	6	8	22
CC(=O)N1CCN(C(=O)C2CCN(S(=O)(=O)c3ccccc3C(F)(F)F)CC2)CC1	12	-2	-15	-2	1	-1	-1	6	4
COC(=O)c1ccc(CNC(=O)COC(=O)C23CC4CC(CC(C4)C2)C3)cc1	0	-6	-3	-1	7	-5	2	-1	7

Next section; it opens with the 5 that closed the last part.
SMILES	M1 PAM	CHRM5 PAM	CHRM1 antagonist	CHRM1 agonist	CHRM4 agonist	M4 antag	M5 antag	CHRM5 agonist	TAAR1 ag
COc1cc(C(=O)N2CCCc3ccccc32)c([N+](=O)[O-])cc1OC	11	0	-14	0	2	-4	6	4	1
CCOC(=O)CN1C(=O)S/C(=C/c2cc(C)n(C)c2C)C1=O	7	13	-22	-3	1	0	-1	-3	5
CC(C)=CCC/C(C)=C/Cc1c(O)ccc(C(=O)/C=C/c2ccc(O)cc2)c1O	-2	-7	-1	-1	2	5	6	8	22
CC(=O)N1CCN(C(=O)C2CCN(S(=O)(=O)c3ccccc3C(F)(F)F)CC2)CC1	12	-2	-15	-2	1	-1	-1	6	4
COC(=O)c1ccc(CNC(=O)COC(=O)C23CC4CC(CC(C4)C2)C3)cc1	0	-6	-3	-1	7	-5	2	-1	7
CC(=O)Nc1ccc2nc(C3CC3)n(Cc3ccc(Cl)cc3)c(=O)c2c1	9	-4	-10	-1	2	-13	1	2	24
O=S(=O)(c1c(F)cccc1F)N1CCN(C(=S)NCc2ccc3c(c2)OCO3)CC1	-1	-5	3	-9	5	-6	-1	-6	2
C=CCN1C(=O)C(O)(CC(=O)c2c(C)n[nH]c2C)c2cc(Br)ccc21 (centres undefined)	8	4	-4	-4	2	-3	7	-3	12
CCCC(C(=O)Nc1cccc(S(=O)(=O)N2CCCC2)c1)c1ccccc1 (centres undefined)	-6	-19	-2	6	5	-17	5	5	24
CCOC(=O)c1c(S(=O)(=O)NCC(=O)Nc2ccccc2OC)c(C)n(C)c1C	5	5	-3	-3	0	-8	-6	-2	-2
O=C(Nc1ccc(S(=O)(=O)Nc2ncccn2)cc1)c1cccc(Br)c1	9	3	-15	-2	1	-2	-1	4	0
O=C(Nc1ccccc1Br)c1ccc(N2CCCC2=O)cc1	8	5	-12	-4	2	-10	0	0	-2
CCc1cc(C(=O)N2CCCc3ccccc32)sc1C	0	-3	4	-6	0	-2	13	-5	-3
O=C(Nc1cccnc1)c1ccc(Oc2ccccc2)cc1	2	-10	-7	-3	3	-3	4	-1	8
Cc1ccc(C)c(Nc2ncccc2C(=O)NCc2cccs2)c1	-4	0	8	-8	1	1	9	-1	2
C#CC(=O)N(c1ccc(OC)c(OC)c1)C(C(=O)NC1CCCC1)c1cccs1 (centres undefined)	-4	-4	6	-5	1	9	2	-4	0
O=C(CCSCCc1ccccn1)Nc1ccc(Br)cc1F	9	3	-10	-10	2	-1	-6	-3	-1
CC(=O)OCC(OC(C)=O)C(OC(C)=O)C(OC(C)=O)C(=O)Nc1ccc(C)cc1 (centres undefined)	5	-3	-9	-1	0	13	3	0	11
Cc1ccc(C(O)c2ncc(-c3ccc(F)cc3)[nH]2)cc1F (centres undefined)	2	-1	-6	2	4	-5	0	2	3
CCOc1ccccc1NC(=O)C1CCCN(c2c(CC)c(C)nc3ncnn23)C1 (centres undefined)	8	4	-19	-10	5	-8	-3	0	3
COc1ccc(CCNC(=O)c2c(-c3ccccc3)noc2C)cc1OC	0	-8	-18	-3	0	-3	1	0	2
CC1CCC2(CC1)NC(=O)N(CC(=O)Nc1cccc(S(=O)(=O)N3CCOCC3)c1)C2=O (centres undefined)	7	4	-10	-4	0	9	-6	-1	0
Cc1ccc(S(=O)(=O)Nc2ccc(-c3ccc4nncn4n3)cc2)cc1	2	1	10	-2	2	-6	6	3	3
Cc1ccc(C)c(NC(=O)CN(C)C(=O)C2COc3ccccc3O2)c1 (centres undefined)	0	0	8	-3	1	-9	-1	2	0
O=C(NC(=S)NCc1ccccc1)c1ccccc1F	11	-5	-16	-6	-2	-4	6	-2	20
O=C(NCCN1CCOCC1)c1c(Cl)cccc1Cl	-4	2	0	-2	1	-10	0	0	2
COc1ccc(N(CC(=O)N2CCOCC2)S(=O)(=O)c2ccccc2)cc1Cl	10	-4	-18	-2	2	-5	4	-5	2
OCCN(Cc1ccccc1)Cc1ccccc1Cl	11	0	-10	-6	-2	10	-1	-3	13
Cc1ccc(-c2cc(C(=O)Nc3cccc(S(=O)(=O)N(C)C)c3)c3ccccc3n2)o1	-3	-6	8	-5	17	12	9	2	29
COC(=O)C1CC2=C(CCCC2=O)NC1=O (centres undefined)	0	0	1	-2	0	-10	-7	1	1
The results go on:
SMILES	M1 PAM	CHRM5 PAM	CHRM1 antagonist	CHRM1 agonist	CHRM4 agonist	M4 antag	M5 antag	CHRM5 agonist	TAAR1 ag
O=C(CN1C(=O)C2CC=CCC2C1=O)N1CCN(S(=O)(=O)c2ccccc2)CC1 (centres undefined)	9	3	-9	-3	0	1	6	1	5
Cc1nc2nc(C)c(CCC(=O)O)c(C)n2n1	6	0	-3	-3	0	7	-1	1	0
C=CCOc1ccc2ccccc2c1/C=N/O	3	9	5	-5	-2	18	-4	-7	5
Oc1c(C(c2ccccc2Cl)N2CCCC2)ccc2cccnc12 (centres undefined)	-10	-4	16	-6	3	-2	11	-1	3
COc1ccc(OC)c(NC(=O)COC(=O)c2n[nH]c3ccccc23)c1	-12	-30	10	2	20	-1	15	7	9
COc1ccc(C(=O)OCCNC(=O)c2ccncc2)cc1OC	0	-2	12	-3	1	5	-4	2	2
Cc1cc(C)n(C2=NS(=O)(=O)c3ccccc32)n1	4	3	-3	-1	0	0	-5	2	9
CC1CCCCN1C(=O)CSc1nnc(-c2cccnc2)n1C1CCCCC1 (centres undefined)	6	-1	-8	-4	2	3	0	1	12
COc1cccc2[nH]c3c(N4CCC5(CC4)OCCO5)ncnc3c12	-4	-11	2	-3	12	-6	19	-4	3
CCCCN(C(=O)/C=C/c1ccco1)c1c(N)n(Cc2ccccc2)c(=O)[nH]c1=O	8	1	-8	-4	1	5	7	3	4
CCOC(CNC(=O)c1cccn2c(=O)c3c(C)c(C)sc3nc12)OCC	4	3	-2	-5	0	-20	-8	-6	1
COC(=O)[C@@H](Cc1ccccc1)NC(=O)[C@H]1CCC(=O)N1C(=O)OCc1ccccc1	1	1	-2	-3	2	-3	9	2	0
CN(C)CCN1C(=O)c2oc3ccc(Cl)cc3c(=O)c2C1c1cccc(Br)c1 (centres undefined)	8	2	-11	-3	2	1	-5	-2	3
COc1ccccc1N1CCN(C(=O)Cn2c(=O)oc3cc(S(=O)(=O)N4CCCC4)ccc32)CC1	8	-3	-11	0	5	-11	1	1	5
CC1(C)Cc2nc3sc(C(=O)NCCCO)c(N)c3cc2CS1	9	-3	-7	0	1	-5	-4	-1	0
CN(C)CCCOc1cccc(Cl)c1	8	7	-7	-8	2	-12	-6	-10	2
CCOc1ccc(-c2cc(CCCC(=O)NCc3ccc(C)cc3)no2)cc1	4	-2	-10	-3	3	-14	-3	2	23
COc1ccc2nc(SCC(=O)Nc3ccccc3OC)[nH]c2c1	7	2	-14	0	2	-9	2	-1	2
Cc1ccc(-c2ccnc3nc(-n4cccc4)nn23)o1	14	-3	-13	-13	2	1	0	-3	-1
N#Cc1cccc(NC(=O)Cc2ccccc2)c1	5	0	-3	-6	2	4	10	1	2
CCOC(=O)/C(C#N)=C/c1cc2cc(C)c(C)cc2nc1Cl	4	8	-19	-3	0	6	-6	2	-2
Nc1nc(NC(=O)c2ccc(Cl)cc2)nn1-c1ccccc1	9	-2	-9	-2	0	-7	1	-1	2
COc1ccc(CCNC(=O)CN(C2CCCCC2)S(C)(=O)=O)cc1OC	0	5	-2	-6	4	-3	-4	2	2

These rows are one share of the data; the hit share may differ from the screen's.
